Screening data as filed in PubChem BioAssay.
Rac1 GTP hydrolysis: MgcRacGAP GTPase-activating activity inhibitors, confirmation, biochemical, ADP Hunter fluorescence. Rac GTPase-activating protein 1 (Homo sapiens). MgcRacGAP-stimulated Rac1 GTP hydrolysis, ADP Hunter fluorescence; higher % means a stronger effect; GST-tagged Rac1 F28L mutant substrate. inhibition, % at 30 µM, or IC50 in µM where a hit was titrated. 0.6% of 340,000 active. AID 624330, 2012;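 active means first-screen hits whose inhibition reached a set limit at any dose in the follow-up dose series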;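 further: fluorescence reports GDP produced by GAP-driven GTP hydrolysis; strong numbers were not always called active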
GPR35 arrestin U2OS: GPR35 antagonists blocking zaprinast-driven arrestin recruitment, primary screen, imaging, U2OS, beta-arrestin-GFP, zaprinast agonist (AID 2058) | U2OS GPR35 beta-arrestin-GFP translocation imaging, zaprinast antagonism; higher % means a stronger effect | G-protein coupled receptor 35 (Homo sapiens) | 0.052% of 290,000 active | inhibition, % at 10 µM; hits with a dose series show IC50 in µM;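 active means inhibition of at least 50% with at least 30 cells and total cytoplasm GFP at most 10,000,000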
LYP phosphatase: inhibitors of LYP phosphatase, biochemical, fluorescence intensity, uHTS (AID 1779) | Tyrosine-protein phosphatase non-receptor type 22 (Homo sapiens) | recombinant LYP phosphatase, fluorescence intensity; higher % means a stronger effect | inhibition, % at 11.5 µM, or IC50 in µM where a hit was titrated | 0.054% of 290,000 active; in the data active means inhibition above about 50%;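 further: plate controls were vehicle with enzyme for no effect and no enzyme for full effect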
T cell modulator: modulators of CD8 T cell-vesicle binding, primary screen, mouse 2C CD8+ T cells, flow cytometry | calls only at 7 µM | 2C CD8+ T cell-vesicle binding; active compounds read low | 0.068% of 330,000 active | AID 2052, 2009;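 active means response, share of CD8 T cells binding vesicles, and their 90th percentile fluorescence all below set limits, cut at about 80% in these data, passing the limit was not always enough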
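Also added: QL9-peptide-loaded Drosophila micro-vesicles bearing Ld, ICAM-1 and B7-1; Test system: purified 2C TCR transgenic mouse naive CD8+ T cells; Measured by: cytometric PE anti-B7-1 and Alexa647 anti-CD8 signals after 1% paraformaldehyde fixation; Timing: binding step 1.5 h, 37 °C, antibody labelling 20 min, ice.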
SV40 large T antigen: SV40 large T antigen inhibitors, biochemical (AID 1903) | SV40 large T antigen ATPase/helicase inhibition assay; higher % means a stronger effect | inhibition, % at 20 µM, or IC50 in µM where a hit was titrated | 0.39% of 310,000 active; in the data active means a potency from the dose series; further: strong numbers were not always called active
Lipid droplet: inhibitors of hepatocyte lipid droplet formation, primary screen, imaging, high-throughput imaging, BODIPY stain | AML12 mouse hepatocytes, oleate lipid droplets | inhibition, % at 6.5 µM | 0.4% of 240,000 active | AID 1656, 2009;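 active means lipid droplet intensity inhibited by at least 50%, with more than 500 cells counted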
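Technique: fluorescence imaging, 20x objective, two fields per well / Assay system: AML12 hepatocytes (mouse) / Measure: % inhibition of lipid droplet signal / Doses: 6.5 µM single-point dosing / Incubation: overnight exposure / Reagent: 100 µM oleic acid challenge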
GPR55 antagonists: GPR55 antagonists blocking LPI-driven arrestin recruitment, primary screen, imaging, U2OS, beta-arrestin-GFP, LPI agonist (AID 2013); inhibition, % at 10 µM, or IC50 in µM where a hit was titrated; 0.13% of 290,000 active; U2OS GPR55 beta-arrestin-GFP translocation imaging, LPI antagonism; higher % means a stronger effect; G-protein coupled receptor 55 (Homo sapiens);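 active means spots per cell inhibited over 60%, with over 100 cells counted and total cytoplasm intensity under 500,000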;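 further: U2OS cells stably carrying GPR55 and arrestin-GFP stimulated by 5 µM LPI near EC80; imaged beta-arrestin-GFP aggregate spots per cell after agonist stimulation; plate controls were LPI-stimulated DMSO wells for no effect and DMSO wells without LPI for full effect; some results filed as inactive read as strong as hits; confirmed hits need IC50 under 10 µM and bright autofluorescent wells are also inconclusive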
NTR1 ag: agonists of NTR1, primary screen, imaging, U2OS cells, beta-arrestin-GFP, high content (AID 493036). NTR1-U2OS beta-arrestin-GFP spot imaging, agonist mode. activation, % at 20 µM. 0.17% of 330,000 active;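 active means activation at or above 40% of the spot to cytoplasm intensity ratio, with at least 20 cells analyzed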;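 further: 0% = DMSO without peptide and 100% = 100 nM NTR1 peptide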
Target sequence (P30989 whole entry, looked up): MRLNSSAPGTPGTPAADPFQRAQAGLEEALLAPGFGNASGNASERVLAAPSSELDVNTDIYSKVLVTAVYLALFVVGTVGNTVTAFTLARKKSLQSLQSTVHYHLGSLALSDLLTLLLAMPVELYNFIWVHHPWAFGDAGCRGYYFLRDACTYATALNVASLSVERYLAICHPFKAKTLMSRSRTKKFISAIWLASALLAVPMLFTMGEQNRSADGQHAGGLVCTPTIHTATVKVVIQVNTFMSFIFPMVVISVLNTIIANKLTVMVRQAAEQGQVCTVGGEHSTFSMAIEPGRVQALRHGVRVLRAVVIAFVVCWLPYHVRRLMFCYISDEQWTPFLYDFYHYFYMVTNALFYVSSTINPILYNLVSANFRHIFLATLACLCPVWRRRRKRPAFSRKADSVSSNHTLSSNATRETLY
GPR55 beta-arrestin: GPR55 agonists via beta-arrestin recruitment, primary screen, imaging, U2OS cells, beta-arrestin-GFP redistribution (AID 1961); G-protein coupled receptor 55 (Homo sapiens); U2OS GPR55 beta-arrestin-GFP redistribution imaging; higher % means a stronger effect; activation, % at 10 µM; hits with a dose series show EC50 in µM; 0.048% of 290,000 active;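 active means activation above 40% with more than 50 cells counted in the well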;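 further: U2OS osteosarcoma cells stably expressing GPR55 and beta-arrestin-GFP; plate controls were DMSO negative control for no effect and LPI positive control for full effect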
Lipid droplet cells 6.5 µM: recorded beside Lipid droplet, whose call it bears; cell count; measured here: cell count, cytotoxicity flag;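 cells counted across two imaged fields per well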
T cell modulator vesicle-bound %: further read-out of T cell modulator, marked with its call; double positive events, %; measured here: CD8+ vesicle-bound cell fraction;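 binding gate set so that unloaded-vesicle control wells show 10% double positive cells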
NTR1 ag cell count 20 µM: further read-out of NTR1 ag, marked with its call; cell count; measured here: cell count, cytotoxicity flag
Numbers without * were called inactive; i = inactive; x = no result given.

Results follow in this order: Rac1 GTP hydrolysis	GPR35 arrestin U2OS	LYP phosphatase	T cell modulator	T cell modulator vesicle-bound %	SV40 large T antigen	Lipid droplet	Lipid droplet cells 6.5 µM	GPR55 antagonists	NTR1 ag	NTR1 ag cell count 20 µM	GPR55 beta-arrestin
O=C(Cn1nnc2ccccc21)OCC(=O)c1ccccc1
  9%	14%	-4%	i	50	6%	12	727	-8%	-1.0	56	0.6%
CC(NC(=O)c1ccc(Cl)cc1Cl)C(c1ccccc1)N1CCOCC1 (centres undefined)
  -8%	7%	-5%	i	34	3%	-10	675	16%	-0.1	54	-0.1%
O=Cc1ccc(OC(=O)Cc2ccc(F)cc2)cc1
  x	-9%	-16%	i	68	-11%	-3	843	-2%	-0.5	80	-0.3%
O=C(CSc1nnc(-c2cccs2)n1-c1ccccc1)NCc1ccc2c(c1)OCO2
  4%	6%	-1%	i	9	-10%	-8	750	1%	3.0	78	-0.1%
CCOc1ccc(Cl)cc1S(=O)(=O)N1CCN(c2ccc(F)cc2)CC1
  4%	8%	0%	i	38	-4%	-15	677	3%	-1.6	77	-0.1%
COc1cc(OC)cc(C(=O)N2CCN(C(=O)c3cccc(F)c3)CC2)c1
  2%	20%	0%	i	40	1%	4	811	-3%	-1.6	63	0.2%
Cc1ccc(OCC(=O)N2CCN(S(=O)(=O)c3ccccc3)CC2)c([N+](=O)[O-])n1
  1%	18%	-2%	i	27	-27%	-4	640	9%	2.3	61	0.1%
CS(=O)(=O)c1ccc(SCC(=O)NC2CCS(=O)(=O)C2)c([N+](=O)[O-])c1 (centres undefined)
  0%	3%	0%	i	43	7%	10	738	7%	1.1	81	0.8%
O=C(CSc1nnc(CNC(=O)c2cccc(C(F)(F)F)c2)o1)NCc1ccco1
  11%	-1%	-9%	i	40	11%	-1	786	5%	1.1	81	0.2%
O=C(Nc1ccc(N2CCCCC2)c(Cl)c1)c1ncn[nH]1
  16%	14%	-2%	i	56	2%	x	x	-3%	0.0	36	0.8%
CC(C)(C)c1ccc(OCC(=O)N2CCN(c3ncccn3)CC2)cc1
  8%	-13%	-3%	i	9	17%	-2	704	10%	0.9	53	-0.1%
CC(=O)Nc1ccc(S(=O)(=O)N2CCN(C(=O)c3ncoc3-c3ccc(C)cc3)CC2)cc1
  0%	2%	-2%	i	18	1%	-10	888	-4%	1.2	45	0.3%
O=C(C1CC1)N(Cc1ccco1)c1nc(-c2ccccc2)cs1
  7%	6%	4%	i	22	1%	-1	789	-4%	9.2	75	-0.1%
Cc1ccn2c(C(=O)CSc3ccc(Cl)cc3Cl)c(C)nc2c1
  6%	12%	-6%	i	54	-2%	x	x	13%	5.1	58	-0.1%
O=C(Nc1cc(Cl)cc(Cl)c1)N1CCCC1
  14%	3%	-4%	i	19	17%	-26	671	-5%	2.8	52	-0.1%
NS(=O)(=O)c1ccc(NC(=O)COC(=O)CCNC(=O)NC23CC4CC(CC(C4)C2)C3)cc1
  1%	8%	-8%	i	34	0%	x	x	0%	0.5	94	-0.1%
Cc1cccc(C)c1NC(=O)C1(NC(=O)c2cnccn2)CCCCC1
  9%	34%	-8%	i	49	1%	x	x	-5%	-1.9	94	-0.2%
CS(=O)(=O)N(CC(=O)NC1CC2CCC1C2)c1ccc(Oc2ccccc2)cc1 (centres undefined)
  x	15%	1%	i	49	20%	0	723	-3%	3.3	45	-0.2%
O=C1C(=O)N(CCO)C(c2ccccc2[N+](=O)[O-])/C1=C(\O)c1ccccc1 (centres undefined)
  8%	-1%	-4%	i	29	8%	13	850	-6%	-1.2	47	0.6%
CCOc1ccccc1-n1nnnc1SCC(=O)NCc1ccco1
  2%	7%	-8%	i	39	22%	-2	737	1%	-0.6	27	-0.1%

Going on with the list:
Results follow in this order: Rac1 GTP hydrolysis	GPR35 arrestin U2OS	LYP phosphatase	T cell modulator	T cell modulator vesicle-bound %	SV40 large T antigen	Lipid droplet	Lipid droplet cells 6.5 µM	GPR55 antagonists	NTR1 ag	NTR1 ag cell count 20 µM	GPR55 beta-arrestin
CC1CN(Cc2nc3c(c(=O)n(C)c(=O)n3C)n2CCCO)CC(C)O1 (centres undefined)
  -4%	-6%	-8%	i	36	-13%	x	x	-6%	-0.1	81	-0.3%
Cc1ccc(/C=N/NC(=O)C[n+]2ccccc2)s1
  10%	11%	-4%	i	37	6%	0	689	1%	-0.5	51	0.3%
O=C(Cc1cccs1)N(c1ccccc1)C1C=CS(=O)(=O)C1 (centres undefined)
  10%	11%	-3%	i	14	2%	6	778	4%	0.0	48	0.5%
CCOC(=O)c1[nH]c2cc3c(cc2c1NC(=O)CN1CCc2ccccc2C1)OCO3
  4%	4%	0%	i	39	4%	x	x	-5%	15	58	0.2%
O=C(O)Cn1nc(-c2ccccc2)ccc1=O
  -4%	14%	-8%	i	14	5%	13	852	8%	-0.1	54	1.0%
COCCCn1c(SCC(=O)Nc2oc(C)c3c(C)n[nH]c(=O)c23)nc2sc3c(c2c1=O)CCC3
  15%	x	x	i	56	9%	x	x	x	1.3	46	x
CCN(CC)C(=O)c1c(-c2ccccc2)oc2ccc(OC)cc12
  15%	17%	-6%	i	57	10%	2	757	12%	1.2	78	-0.2%
C/C(=N\NC(=O)c1cc(C)[nH]n1)c1ccc(-c2ccccc2)cc1
  7%	4%	-6%	i	10	5%	8	560	5%	0.3	39	0.5%
Cc1ccccc1-c1nc(CS(=O)(=O)CC(=O)NC2CCCCC2C)c(C)o1 (centres undefined)
  17%	16%	-8%	i	2	6%	3	761	0%	0.1	54	-0.2%
Cc1nc2ccccc2n1Cc1ccc(Cl)cc1
  7%	0%	-4%	i	8	4%	-16	665	-7%	2.8	55	0.3%
COc1ccc(/C(N)=N/OC(=O)c2ccco2)cc1OC
  5%	-7%	-12%	i	48	28%	-9	623	6%	-0.7	59	-0.6%
CCCCNC(=O)C1CCC(CNc2nc(=S)[nH]c3ccccc23)CC1 (centres undefined)
  4%	2%	-4%	i	38	13%	8	670	19%	-1.0	43	-0.3%
CCOC(=O)Cn1c(=O)oc2cc(S(=O)(=O)NCc3cccs3)ccc21
  -1%	-4%	-5%	i	46	0%	x	x	-1%	-0.7	88	-0.1%
CCNc1nc(CN2CCOCC2)nc2sc3c(c12)CCC3
  7%	16%	-8%	i	28	6%	7	763	10%	0.1	55	-0.2%
Cc1ccc(N=C(N)N=C(N)N)cc1
  16%	-7%	0%	i	22	7%	22	664	14%	-1.0	45	-0.1%
O=C(NCCN1CCOCC1)c1ccc(/C=C2\Sc3ccccc3N(Cc3ccc(F)cc3)C2=O)cc1
  6%	-30%	-10%	i	52	12%	7	711	23%	21	81	0.2%
COC(=O)/C=C1\S/C(=N/NC(=O)c2ccccc2)NC1=O
  0%	-9%	2%	i	29	1%	0	748	-5%	-0.9	80	-0.1%
COc1ccc(OC)c(S(=O)(=O)N/N=C\c2cn(CC(N)=O)c3ccccc23)c1
  4%	3%	-2%	i	66	22%	-18	718	-17%	0.5	60	0.3%
COc1ccc(C(CNC(=O)c2ccccc2C)N2CCCC2)cc1 (centres undefined)
  4%	2%	-10%	i	34	-1%	-21	784	8%	-1.8	96	-0.1%
Oc1c(Br)cc(/C=N/NC(=S)NCC2CCCO2)cc1Br (centres undefined)
  10%	-21%	-2%	i	16	27%	24	752	2%	0.3	48	-0.3%

Additional entries follow.
Results follow in this order: Rac1 GTP hydrolysis	GPR35 arrestin U2OS	LYP phosphatase	T cell modulator	T cell modulator vesicle-bound %	SV40 large T antigen	Lipid droplet	Lipid droplet cells 6.5 µM	GPR55 antagonists	NTR1 ag	NTR1 ag cell count 20 µM	GPR55 beta-arrestin
COc1ccc(-c2c[n+]3c(n2-c2ccccc2)SCC3)cc1
  11%	3%	-5%	i	29	0%	14	774	-2%	0.8	47	-0.3%
N#CCCn1cc(C(=O)O)c(-c2cccs2)n1
  3%	1%	-6%	i	7	2%	2	682	-15%	0.2	59	-0.6%
CC(NC(=O)Cn1nnc(-c2ccncc2)n1)c1ccccc1 (centres undefined)
  x	8%	0%	x	x	24%	-3	746	-5%	0.8	85	-0.4%
Cc1cc(C)c(NC(=O)/C=C\C(=O)O)c(Cl)c1
  7%	8%	0%	i	32	7%	10	720	6%	0.9	59	-0.3%
N#CCOC(=O)/C=C/c1ccc2c(c1)OCO2
  12%	12%	-5%	i	26	13%	2	656	2%	0.7	54	0.1%
C=CCn1c(CNC(=O)c2ccco2)nnc1SCC(=O)N1c2ccccc2Sc2ccccc21
  1%	-1%	-5%	i	43	7%	1	784	11%	1.6	70	-0.1%
O=C(NCc1ccccc1)c1cccc(OCC(=O)N2CCN(C(=O)c3ccco3)CC2)c1
  6%	2%	-13%	i	49	4%	x	x	10%	-0.6	77	0.8%
CC1CCN(CCCNC(=O)CN2C(=O)CSc3ccc(S(=O)(=O)N4CCOCC4)cc32)CC1
  12%	-2%	1%	i	26	8%	6	676	11%	1.1	52	-0.1%
S=C(NCCCN1CCOCC1)N1CCN(c2ccccc2)CC1
  8%	0%	-5%	i	63	6%	3	823	3%	-1.8	37	-0.1%
CC(CCc1ccccc1)NC(=O)c1cccs1 (centres undefined)
  1%	-4%	-8%	i	28	-2%	x	x	12%	0.8	52	0.3%
Cc1c(CNCCc2ccccc2Cl)c(C(=O)O)c(C)n1-c1ccccc1
  5%	-5%	-7%	i	65	11%	-4	811	4%	-0.6	105	0.5%

In the list so far, 2 have a cyano group:
Results follow in this order: Rac1 GTP hydrolysis	GPR35 arrestin U2OS	LYP phosphatase	T cell modulator	T cell modulator vesicle-bound %	SV40 large T antigen	Lipid droplet	Lipid droplet cells 6.5 µM	GPR55 antagonists	NTR1 ag	NTR1 ag cell count 20 µM	GPR55 beta-arrestin
N#CCCn1cc(C(=O)O)c(-c2cccs2)n1
  3%	1%	-6%	i	7	2%	2	682	-15%	0.2	59	-0.6%
N#CCOC(=O)/C=C/c1ccc2c(c1)OCO2
  12%	12%	-5%	i	26	13%	2	656	2%	0.7	54	0.1%
